Assay outcomes (PubChem)
Mdm2-MdmX inh: inhibitors of human Mdm2-MdmX association, primary screen, cell-based, luminescence, split luciferase, SaOS-2, uHTS. Protein Mdm4 (Homo sapiens) + E3 ubiquitin-protein ligase Mdm2 (Homo sapiens), …. SaOS-2 split-luciferase Mdm2/MdmX complementation. inhibition, % at 8 µM. 3% of 330,000 active;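 active = inhibition of at least 50% at 8 µM in the primary screen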
EBI2 antag: EBI2 receptor antagonists, beta-arrestin recruitment, primary screen, cell-based, luminescence, 7a,25-OHC stimulation, uHTS; G-protein coupled receptor 183 (Homo sapiens), P32249; inhibition, % at 5 µM; 0.81% of 360,000 active; AID 651636, 2012; 7a,25-OHC stimulated; in the data active = inhibition above about 38%;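 note: enzyme fragment complementation signal reports receptor beta-arrestin coupling in cells; 0% = agonist plus DMSO wells and 100% = wells without agonist; some results beyond the cut were filed as inactive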
Target sequence (P32249 whole entry, looked up, the tested form may be a part): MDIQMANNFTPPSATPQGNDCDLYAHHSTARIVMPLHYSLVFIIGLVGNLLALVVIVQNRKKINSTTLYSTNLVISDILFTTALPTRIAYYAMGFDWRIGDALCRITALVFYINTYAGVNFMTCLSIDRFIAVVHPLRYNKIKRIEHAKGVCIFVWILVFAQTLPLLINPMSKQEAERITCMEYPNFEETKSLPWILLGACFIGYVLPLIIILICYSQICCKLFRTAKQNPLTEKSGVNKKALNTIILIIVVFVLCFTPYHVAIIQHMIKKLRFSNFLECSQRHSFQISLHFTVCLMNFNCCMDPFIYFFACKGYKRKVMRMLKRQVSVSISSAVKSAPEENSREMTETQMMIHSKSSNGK
CCR6 antag: CCR6 receptor antagonists, primary screen, cell-based, CHO-K1, luminescence, beta-arrestin, uHTS; C-C chemokine receptor type 6 (Homo sapiens), P51684; CHO-K1 CCR6 PathHunter beta-arrestin, CCL20-stimulated; inhibition, % at 20 µM; 0.49% of 340,000 active;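 active = compounds whose inhibition of the agonist-driven luminescence signal at 20 µM reaches about 50%, limit read from the data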;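 note: cells stimulated with CCL20 at 14 nM final; plate controls were DMSO with CCL20 for no effect and DMSO without agonist for full effect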
APJ ag: agonists of human apelin receptor APJ, primary screen, CHO-K1 cells, PathHunter beta-arrestin, luminescence | 0% DMSO wells, 100% apelin | activation, % at 20 µM | 0.11% of 330,000 active | AID 2520, 2010;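 active = activation more than six SD over the plate average, tested at 20 µM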;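 note: 0% = DMSO alone and 100% = apelin-13 at 10 nM; some results filed as inactive read as strong as hits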
Target sequence (P35414 whole entry, looked up): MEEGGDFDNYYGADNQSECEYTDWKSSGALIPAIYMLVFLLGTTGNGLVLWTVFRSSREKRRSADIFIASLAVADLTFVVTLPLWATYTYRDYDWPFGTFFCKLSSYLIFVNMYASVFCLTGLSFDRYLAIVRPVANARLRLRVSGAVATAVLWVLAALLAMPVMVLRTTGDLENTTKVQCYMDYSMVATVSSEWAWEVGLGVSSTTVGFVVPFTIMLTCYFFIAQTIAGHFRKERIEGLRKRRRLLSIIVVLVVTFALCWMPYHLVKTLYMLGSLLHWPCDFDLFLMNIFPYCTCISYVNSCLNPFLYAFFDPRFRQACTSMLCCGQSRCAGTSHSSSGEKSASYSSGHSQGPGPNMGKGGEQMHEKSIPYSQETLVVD
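Test system: CHO-K1 APJ beta-arrestin complementation cell line. Amount: cell density 1000 per well. Controls: DMSO negative, 10 nM Apelin-13 positive. Signal: luminescent beta-gal fragment complementation, chemiluminescent substrate. Read-out basis: agonist-driven arrestin binding to APJ. Timing: compound stimulation 90 min at 25 °C, detection 60 min.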
UPR CHOP act: activators of apoptotic CHOP UPR arm, primary screen, cell-based, CHO-CHOP luciferase reporter, luminescence, uHTS. UPR activation; percent of tunicamycin response over DMSO baseline. activation, % at 10 µM. 0.34% of 330,000 active;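 active = at 10 µM dose, activation of 40% or more, normalized to positive control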;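 note: 100% = tunicamycin at 10 µg/mL and 0% = DMSO alone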
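System: CHO CHOP reporter cells. Amount: 500 cells per well. Buffer or medium: F12 medium, 10% FBS. Compound dosing: one dose, 10 µM in 0.5% DMSO. Incubation: 6 h compound exposure at 37 °C after overnight seeding. Technique: Steady-Glo luciferase luminescence. Benchmarks: tunicamycin and DMSO controls.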
UPR XBP1 act: activators of adaptive XBP1 UPR arm, primary screen, cell-based, CHO-XBP1 luciferase reporter, luminescence, uHTS. 0.33% of 330,000 active. activation, % at 20 µM. IRE1-XBP1 UPR activation; percent of tunicamycin response, DMSO as zero;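 active = versus positive control, 20 µM dose yields 30% or more activation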;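 note: 100% = tunicamycin at 10 µg/mL and 0% = DMSO only wells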
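Assay system: IRE1-XBP1 luciferase reporter CHO line. Input: 1000 cells/well. Buffer or medium: F12 with 10% serum. Doses: 20 µM, 1% DMSO. Times: overnight seeding at 37 °C, 6 h compound treatment at 37 °C. Technique: Steady-Glo luciferase glow luminescence, 10 min after reagent addition.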
tim23-1 inh: growth inhibitors of tim23-1 mutant yeast, primary screen, luminescence, uHTS; S. cerevisiae tim23-1 growth, BacTiter-Glo luminescence, 24 h; inhibition, % at 20 µM; 1.3% of 330,000 active; AID 463212, 2010;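 active = growth inhibition of the mutant yeast at or above 50%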;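 note: temperature-sensitive mutant grown at 25 °C; plate controls were DMSO-treated mutant yeast for no effect and medium wells lacking yeast for full effect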
APJ antagonist: antagonists of human apelin receptor APJ, primary screen, CHO-K1 cells, beta-arrestin complementation, luminescence; P35414; 0.32% of 330,000 active; inhibition, % at 20 µM; AID 2521, 2010;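 active = inhibition above about 40% at 20 µM, limit read from the data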;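 note: cells challenged with 10 nM apelin-13 agonist together with compound; plate controls were apelin-13 plus DMSO wells for no effect and DMSO wells lacking apelin-13 for full effect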
CXCR6 inh: CXCR6 receptor inhibitors, primary screen, cell-based, beta-arrestin, luminescence, CHO-K1 PathHunter, 1536-well; C-X-C chemokine receptor type 6 (Homo sapiens), O00574; inhibition, % at 20 µM; 0.36% of 360,000 active; AID 602244, 2012; in the data active = inhibition above about 34%, passing the limit was not always enough;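 note: antagonist mode with CXCL16 agonist at 10 nM final; 0% = 10 nM CXCL16 with DMSO and 100% = unstimulated wells without agonist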
* = called active by the depositor.

SMILES	Mdm2-MdmX inh	EBI2 antag	CCR6 antag	APJ ag	UPR CHOP act	UPR XBP1 act	tim23-1 inh	APJ antagonist	CXCR6 inh
O=C(NCCc1cccc(C(F)(F)F)c1)C1CCC(=O)N(C2CC2)C1 (stereo not given)	-4	0	-1	-2	-0.7	-3	-14	-3	-7
Cc1[nH]c2ccccc2c1-c1ccc(Cl)nn1	-5	-7	7	3	-2.0	-1	5	-3	-11
Cc1cc([N+](=O)[O-])nn1CC(=O)NCc1cccs1	18	-6	-3	1	1.7	-3	-9	16	2
N#Cc1ccc(S(=O)(=O)N2CCC(C(=O)N3CCN(Cc4ccc5c(c4)OCO5)CC3)CC2)cc1	13	12	8	-2	0.6	-2	2	6	1
CCN(CC(=O)Nc1c(F)cccc1F)C(=O)c1ccc2c(c1)OCCO2	2	-3	4	-4	1.2	-2	13	-10	-1
COc1ccc2c(c1)c1ccccc1n2C	4	-8	12	-6	2.8	1	-4	9	-9
COc1ccc(-c2cc(-c3ccc(OC)cc3)nc(-c3ccc4c(c3)NC(=O)CO4)c2)cc1	31	-27	-7	-4	0.9	38*	18	-35	-1
Cc1cc(NC(=O)c2ccc(N3C(=O)CCC3=O)cc2)no1	1	6	0	-4	6.9	0	-6	-3	-4
CCCCCn1c(=O)[nH]c2cc(C(=O)O)ccc2c1=O	4	5	17	-3	0.0	0	4	17	8
COc1ccc(C(=O)COC(=O)CCC(=O)c2cccs2)cc1	16	-1	10	-1	-3.3	-3	17	3	-5
Cn1cnnc1Sc1ccc(/C=C/C(=O)c2ccc(O)cc2)cc1[N+](=O)[O-]	51*	1	17	-3	11	5	37	4	2
Cc1ccccc1S(=O)(=O)/N=C(/c1ccccc1)N1CCOCC1	2	6	-2	-4	-2.0	-3	11	7	-2
CC1(C)Cc2c(sc3ncn4nc(-c5ccco5)nc4c23)CO1	3	-4	13	-2	-2.3	2	-6	7	-12
COc1ccc(N2C(=O)CC(Nc3ccc(C)cc3)C2=O)cc1 (stereo not given)	-6	-9	-13	-2	-0.6	-1	2	15	-1
C#CCOCCOCCOCCNc1nc(N2CCN(C(=O)[C@H](CCCN=C(N)N)n3cc(C(N)[C@@H](C)CC)nn3)CC2)nc(N2CCN(C(=O)[C@H](CO)n3cc([C@@H](N)C(C)C)nn3)CC2)n1 (stereo not given in full)	-16	-3	-7	-2	-0.4	-1	-9	9	5
COc1ccc(C)cc1NC(=O)NC1CCCc2ccccc21 (stereo not given)	36	11	5	-2	1.1	-5	-4	-5	4
CCCc1nnc(NC(=O)CCC(=O)N2CCC(C)CC2)s1	4	4	14	-2	-1.5	-2	11	13	-5
Cc1cc(N2CCCCC2)nc2ccc(NC(=O)c3ccc(Br)o3)cc12	30	21	9	-3	3.2	1	15	4	13
CC(Sc1nnc(COc2ccc3ccccc3c2)n1C)C(=O)O (stereo not given)	-6	0	-1	13	-1.0	-3	15	-11	-3
COCCNC(=O)c1cnn2c1NC(c1ccco1)CC2C(F)(F)F (stereo not given)	23	-14	-4	-3	-2.1	-2	7	3	7
CN(C)c1ccc(/C=C/c2nnnn2-c2ccccc2)cc1	-183	27	20	-1	5.6	-1	33	10	2
Cn1c(N)c(C(=O)CSc2nc3ccccc3n2-c2ccccc2)c(=O)n(C)c1=O	34	-10	10	5	2.4	10	-5	-28	-2
CC(C)CNC(=O)Nc1ccc(F)c(Cl)c1	-3	-6	1	0	2.6	1	5	15	3
CCOC(=O)N1CCN(C(=O)CSc2nnc(-c3cccc(Cl)c3)o2)CC1	-16	-5	13	-2	-2.1	-2	7	19	3
CCOc1ccc(/C=C2\SC(=S)N(CCC(=O)Nc3cccc(C(=O)O)c3)C2=O)cc1	-9	4	25	-2	-0.1	-3	-9	-3	0
O=C(CNC(=O)c1cccs1)N/N=C/c1c(F)cccc1Cl	19	2	11	-3	3.0	-3	-7	1	-6
Cc1nnc(SCc2ccccc2Cl)n1CC1CCCO1 (stereo not given)	2	2	2	-4	0.9	3	-36	17	-3
CCOC(=O)c1ccc(NC(=O)CCCN2C(=O)NC3(CCCC3)C2=O)cc1	19	3	10	-3	2.2	0	-3	26	-8
O=C(CN1CCC(Cc2ccccc2)CC1)N1CCc2ccccc2C1	-29	2	18	-2	-0.6	0	-4	9	-3
O=C(O)c1ccc(CNCc2c(Cl)cccc2Cl)cc1	17	-4	5	-4	-2.6	-1	7	-8	-1
CC(C)=CCCC1(C)C=Cc2c(c(C)cc3c2[nH]c2cc(O)ccc23)O1 (stereo not given)	69*	1	1	3	3.5	63*	22	-129	-6
O=C(c1cc2sccc2n1Cc1ccc(F)cc1)N1CCc2ccccc21	23	25	19	-3	1.2	1	12	15	8
COc1cccc(OC)c1OCCOCCN1CCN(C)CC1	10	3	4	-3	0.8	-1	-5	-4	-5
CN(C)c1ccc(/C=C(\NC(=O)c2ccccc2)C(=O)NCCCn2ccnc2)cc1	19	-1	11	-2	4.7	-3	-2	18	-3
CCNC(=O)COc1ccc(S(=O)(=O)Nc2ccccc2)cc1	-6	-22	-2	-3	-0.8	-3	7	-3	2
CC1CCC2(CC1)NC(=O)N(CC(=O)N(Cc1ccccc1)C(C)(C)C)C2=O (stereo not given)	14	6	3	-3	-1.3	-4	-3	1	3
CN1CCN(c2oc(COc3ccc(-c4ccccc4)cc3)nc2C#N)CC1	19	10	2	1	0.1	0	22	-13	1
O=C(COC(=O)COc1ccc(Br)cc1)NCC1CCCO1 (stereo not given)	12	-6	12	-4	1.3	-3	-2	9	0
Cc1ccc(S(=O)(=O)N(C)C)cc1NC(=O)C1Cc2ccccc2CN1C(=O)c1ccco1 (stereo not given)	27	-1	38	-7	0.8	-5	-1	7	7
Cc1cc(NC(=O)CSc2nc(CCC3CCCC3)nc3ccccc23)no1	26	5	11	-4	-2.0	-1	16	12	14
CCCCN(Cc1nc2ccccc2c(=O)[nH]1)C(=O)c1nn(C)c(=O)c2ccccc12	-6	7	-6	-4	-1.6	0	15	19	0
C=CCn1c(SCc2ccc(C(=O)OC)cc2)nnc1-c1sc(N)nc1C	9	-4	1	-2	-1.3	-3	12	-7	0
COc1ccc(NC(=O)Nc2ccc3c(c2)CCC3)cc1OC	3	5	-5	2	2.9	2	1	-5	-1
CC1CCCCC12NC(=O)N(CC(=O)NCCc1ccc(S(N)(=O)=O)cc1)C2=O (stereo not given)	28	-13	2	-3	-2.5	-1	-16	17	9
Cc1cc(C)c2c(n1)nn1c(N3CCN(c4ccccc4C)CC3)cc(C)nc21	64*	17	-2	27	13	-1	-3	15	4
Cc1cc(/C=N/NC(N)=S)c(C)n1-c1cccc(Cl)c1	38	6	30	-5	0.0	10	40	25	13
Cc1nn(-c2ccccn2)c2nc(-c3cccs3)cc(C(=O)NCc3ccco3)c12	20	1	16	-2	2.2	-1	22	0	5
Cc1ccc(S(=O)(=O)N(Cc2ccccc2F)C(=O)N2CCN(C)CC2)cc1	9	7	-10	4	2.3	2	5	1	-1
CCCC(C)NCC(=O)Nc1ccccc1-c1ccccc1 (stereo not given)	19	9	0	-1	-2.0	0	6	1	2
c1ccc2c(-c3cc(C4CCNCC4)[nH]n3)cccc2c1	22	11	10	0	1.5	0	0	-6	-4
O=C(c1ccccc1NS(=O)(=O)c1cccc2cccnc12)N1CCOCC1	-2	-4	-9	2	-0.5	0	5	-25	-1
O=C(/C=C/c1ccccc1)NCCN1CCOCC1	-3	-5	-8	1	1.4	-1	1	-2	5
CNC(=O)C(=O)N1CCC2(CC1)OCCN2S(=O)(=O)c1ccc(C)cc1	-6	10	1	0	2.0	1	16	-7	2
CCN(CC)S(=O)(=O)c1ccc(N=Nc2c(C)[nH]n(C(N)=S)c2=O)cc1	-12	6	37	-9	2.3	1	26	26	22

Molecules from the list above containing fluorine (seven):
SMILES	Mdm2-MdmX inh	EBI2 antag	CCR6 antag	APJ ag	UPR CHOP act	UPR XBP1 act	tim23-1 inh	APJ antagonist	CXCR6 inh
O=C(NCCc1cccc(C(F)(F)F)c1)C1CCC(=O)N(C2CC2)C1 (stereo not given)	-4	0	-1	-2	-0.7	-3	-14	-3	-7
CCN(CC(=O)Nc1c(F)cccc1F)C(=O)c1ccc2c(c1)OCCO2	2	-3	4	-4	1.2	-2	13	-10	-1
COCCNC(=O)c1cnn2c1NC(c1ccco1)CC2C(F)(F)F (stereo not given)	23	-14	-4	-3	-2.1	-2	7	3	7
CC(C)CNC(=O)Nc1ccc(F)c(Cl)c1	-3	-6	1	0	2.6	1	5	15	3
O=C(CNC(=O)c1cccs1)N/N=C/c1c(F)cccc1Cl	19	2	11	-3	3.0	-3	-7	1	-6
O=C(c1cc2sccc2n1Cc1ccc(F)cc1)N1CCc2ccccc21	23	25	19	-3	1.2	1	12	15	8
Cc1ccc(S(=O)(=O)N(Cc2ccccc2F)C(=O)N2CCN(C)CC2)cc1	9	7	-10	4	2.3	2	5	1	-1

This is a subset, so the mix of outcomes need not match the whole.
